TSHR antag = human thyrotropin receptor antagonism; P16473; TSHR-expressing cells, TSH-stimulated cAMP HTRF, 2 h; stronger effect = lower value; activity change, negative = inhibition, % at 11.5 µM; hit rate 0.2% among 330,000; AID 504810;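 active means activity change below a set negative limit, meaning inhibition stronger than a set level, cut at about -70% in these data; inconclusive means activity change between two set negative limits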; further: on the % scale 0 is the no-effect control and ±100 the full control effect
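Read-out is FRET at 665 nm (cryptate excitation 337 nm) from a cryptate-tagged anti-cAMP antibody, competed by cell cAMP against cAMP-d2. Compounds are tested on freshly harvested TSHR cells challenged with 4nM TSH (EC80) for 2 hours at 37 deg C.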
TCR activator = T cell receptor activation. 330,000 tested, under 10 active. AID 504894. Potency, µM (titrated, usually from 9.22 µM), for the others: top-dose activation of IL-2 secretion, hits mostly activators. primary human leukocytes, anti-CD3, IL-2 HTRF, 48 h; further: % of control where 0% means no effect
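Primary human leukocytes were stimulated with a-CD3 beads plus compounds for 48 hr without co-stimulation; secreted IL-2 was quantified by HTRF using a-IL-2-K (europium cryptate) and a-IL-2-d2, excited at 320nm with acceptor emission read at 665nm.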
ASM inhibitor = human S-ASM enzyme inhibition; placental ASM, HMU-PC fluorogenic substrate, 60 min; hit rate 0.006% among 340,000; Potency, µM (highest dose often 57.5 µM), inactives show top-dose activity change, negative = inhibition, most hits filed as inhibitors; P17405; AID 504937; further: potency means the concentration at half of the fitted maximal effect
Target sequence (P17405 47-631 limits assumed): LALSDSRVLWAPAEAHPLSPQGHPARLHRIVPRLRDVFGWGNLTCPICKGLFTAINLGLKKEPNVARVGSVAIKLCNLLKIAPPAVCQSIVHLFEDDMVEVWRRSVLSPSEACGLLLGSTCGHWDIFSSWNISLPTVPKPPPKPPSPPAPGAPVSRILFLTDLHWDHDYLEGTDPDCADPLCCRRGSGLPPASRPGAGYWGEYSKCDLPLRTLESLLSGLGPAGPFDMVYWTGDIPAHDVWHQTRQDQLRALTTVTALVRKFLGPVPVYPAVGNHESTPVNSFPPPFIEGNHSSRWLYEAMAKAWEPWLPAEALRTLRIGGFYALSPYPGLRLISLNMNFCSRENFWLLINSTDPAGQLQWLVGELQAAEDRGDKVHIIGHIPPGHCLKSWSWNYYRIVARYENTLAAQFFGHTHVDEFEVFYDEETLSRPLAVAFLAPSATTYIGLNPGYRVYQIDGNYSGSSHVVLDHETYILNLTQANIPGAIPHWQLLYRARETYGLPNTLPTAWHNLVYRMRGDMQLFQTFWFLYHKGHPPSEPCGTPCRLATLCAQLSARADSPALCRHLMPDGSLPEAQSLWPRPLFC
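qHTS format. ASM enzyme prepared from human placenta hydrolyses the fluorogenic substrate HMU-PC0 (9 uM final) over 60 min at 37 °C after a 10 min compound preincubation.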
Chronic BCR inh = blocks chronic active B-cell receptor signaling; ABC-DLBCL IkBa-CBG/CBR reporter, luminescence ratio, 4 h; Potency, µM (highest dose often 46.1 µM), for inactives: top-dose ratio change, negative = lower green/red ratio, most hits filed as inhibitors; hit rate 0.05% among 340,000; active means well fitted inhibition curve with a large enough effect in the signal ratio, with a control signal flat, not every such curve was filed as active; inconclusive means small, poorly fitted or top-dose-only effect, or effect the other way, or a change in a side signal; the % refers to the signal ratio;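 further: potency means the concentration at half of the fitted maximal effect; plate controls were basal doxycycline-induced cells for no effect and cells given 10 µM MG132 for full effect; MG132 reads +100%, hits lower the ratio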
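Concentration-response series (up to 46 uM) were applied to TMD8 dual-reporter cells for 4 h at 37C with doxycycline. Green/red ratio, after filter-overlap correction, defined %Activity; red signal alone was normalised to basal cells and zero luminescence.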
Tb PFK inh = blocks T. brucei phosphofructokinase | O15648 | T. brucei PFK, ADP-Glo luminescence | Potency, µM (series often up to 57.5 µM), for the others: top-dose activity, negative = inhibition, usual class: inhibitors | hit rate 0.17% among 330,000 | AID 485367;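 further: potency means the concentration at half of the fitted maximal effect; 0% = uninhibited 1x PFK enzyme wells and -100% = no-enzyme wells; nearly all actives have a fitted effect of over 60% in size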
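1.25 nM PFK with 0.5 mM F6P and 0.1 mM ATP in 0.1 M TEA pH 8.0, 5 mM MgCl2, incubated 45 min at room temperature; ADP measured by ADP-Glo luminescence; compounds titrated up to 57 uM.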
AT treatment = potential ataxia-telangiectasia treatment; hit rate 0.19% among 320,000; AID 485349; […] A-T fibroblasts, KAP-1 phosphorylation AlphaLISA; neocarzinostatin DNA damage 30 min before lysis; Potency, µM (series often up to 57.5 µM), without a hit: at the highest dose activation, most hits filed as activators; further: potency means the concentration at half of the fitted maximal effect; % of control where 0% means no effect; nearly all actives have a fitted effect of over 45% in size
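hTERT-immortalized A-T patient fibroblasts ([…]), 500 cells/well in OPTI-MEM, 1% FBS, got compounds for 60 min, then NCS for 30 min at 37C. Lysates were then assayed for phospho-KAP-1 by AlphaLISA (anti-pKAP1 donor, anti-KAP1 acceptor beads), 6 hr at 25C.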
ELG1 repair inh = ELG1-dependent DNA repair inhibition; hit rate 2.3% among 330,000; HEK293T ELG1-luciferase reporter, luminescence, 16 h; DNA damage induced by 5-fluorouridine; Potency, µM (top dose mostly 46.1 µM), without a hit: at the top dose activity change, negative = inhibition, hits mostly inhibitors; further: potency means the concentration at half of the fitted maximal effect; on the % scale 0 is the no-effect control and ±100 the full control effect; nearly all actives have a fitted effect of over 55% in size
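Overnight (16 hr) co-exposure of 2,000 cells/well to 5-fluorouridine and compound at 37 °C preceded detection. Luciferase was quantified via ONE-Glo luminescence; loss of signal denotes inhibition.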
Mito fusion yeast = mitochondrial division inhibition or fusion activation; S. cerevisiae fusion-defective mutant growth rescue, CellTiterGlo 48 h; Potency, µM (series often up to 46.1 µM), without a hit: at the top dose growth rescue (activation), hits mostly activators; hit rate 0.23% among 320,000;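 further: potency means the concentration at half of the fitted maximal effect; % of control where 0% means no effect; nearly all actives have a fitted effect of over 45% in size; temperature-sensitive fusion mutants such as fzo1-1 at 37 °C on non-fermentable ethanol glycerol medium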
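Growth-rescue viability read-out: after 48 h at the non-permissive 37C in glycerol/ethanol YPEG, yeast mitochondrial fusion mutants are measured by CellTiterGlo luminescence; compounds (23 nl pinned per well) restoring growth score as division inhibitors or fusion activators.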
Eya2 phos inh = inhibitors of human Eya2 phosphatase activity | O00167 | recombinant Eya2, OMFP fluorescence dephosphorylation (OMFP is methylfluorescein phosphate) | Potency, µM (doses to about 76.9 µM), inactives show top-dose activity, negative = inhibition, hits mostly inhibitors | hit rate 0.006% among 330,000; further: potency means the concentration at half of the fitted maximal effect; on the % scale 0 is the no-effect control and ±100 the full control effect
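Eya2 (0.2 uM) preincubated 10 min at ambient with compound, then OMFP substrate added at 50 uM; 10 min reaction in 50 mM HEPES pH 7.5, 50 mM NaCl, 5 uM MgCl2, 0.05% BSA, 1 mM DTT. Fluorescence read at Ex 485/Em 525 nm.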
Integrin act MD = activators of alpha7 integrin expression for muscular dystrophy | alpha7betagal myoblasts, beta-gal FDG fluorescence, 48 h | hit rate 0.064% among 350,000 | AID 624291 | Potency, µM (titrated, usually from 38.3 µM), inactives show at the top dose activation, most hits filed as activators;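 further: potency means the concentration at half of the fitted maximal effect; 100% = response of the positive control SU9516; nearly all actives have a fitted effect of over 60% in size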
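Alpha7betagal+/- myoblasts (passage 13) were plated 16-24 hr, then exposed to compounds (1:260 dilution of DMSO stock) for 48 hours at 37C. After MPER lysis, β-galactosidase reporter activity was read as FDG fluorescence (ex 480/em 540) after 30 minutes.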
TSG101-PTAP inh = blocks PTAP/TSG101 interaction to inhibit HIV-1 budding | Potency, µM (highest dose often 115 µM), without a hit: top-dose activity change, negative = inhibition, actives largely listed as inhibitors | AID 493005 | Fluorescence polarization, FITC-PTAP peptide / Tsg101 binding | 340,000 tested, under 10 active | Q99816; active means well fitted inhibition curve with a large enough effect in the main read-out, with a control signal flat, not every such curve was filed as active; inconclusive means small, poorly fitted or top-dose-only effect, or effect the other way, or a change in a side signal; inactive means no such curve, though single readings can be large or run the other way; further: potency means the concentration at half of the fitted maximal effect; % of control where 0% means no effect
Target sequence (Q99816 whole entry, looked up): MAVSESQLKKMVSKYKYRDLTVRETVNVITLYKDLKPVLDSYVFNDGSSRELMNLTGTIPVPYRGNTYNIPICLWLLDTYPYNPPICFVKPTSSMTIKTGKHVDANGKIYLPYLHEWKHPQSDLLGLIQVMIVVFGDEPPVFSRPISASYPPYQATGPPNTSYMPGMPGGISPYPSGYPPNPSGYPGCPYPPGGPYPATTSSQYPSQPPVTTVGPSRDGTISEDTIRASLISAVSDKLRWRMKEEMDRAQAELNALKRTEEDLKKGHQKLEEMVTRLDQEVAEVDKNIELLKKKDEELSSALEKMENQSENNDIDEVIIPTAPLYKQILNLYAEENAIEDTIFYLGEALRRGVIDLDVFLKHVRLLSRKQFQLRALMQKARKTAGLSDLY
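FP read-out: FITC-PTAP peptide, 50 nM final, binding Tsg101 binding domain, 10 uM final; 20 min, r.t.; 10 mM HEPES pH 7.5, 0.15 M NaCl, 0.01% Tween 20, 3 mM EDTA, 0.1 mM TCEP.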
Numbers without * were called inactive; i = inactive; u = inconclusive; x = no result given; [ ] = dose if it differs, or a comment. Unless noted, the call rests on the fitted dose curve; in most records, active means well fitted curve in the direction sought with a large enough effect; inconclusive means small, poorly fitted or top-dose-only effect, or another doubt; inactive means no such curve, though single readings can be large; an effect the other way counts as inactive or inconclusive.

Preview (2 entries):
Below each compound – TSHR antag | TCR activator | ASM inhibitor | Chronic BCR inh | Tb PFK inh | AT treatment | ELG1 repair inh | Mito fusion yeast | Eya2 phos inh | Integrin act MD | TSG101-PTAP inh
- NNC(=O)c1cccc(COc2cccc(Br)c2)c1
    17 | x | -6% | u | -21% | -4% | u | 0% | 3% | -8% | -13%
- COC(=O)CCCC1=CC2=C(c3ccccc3)C(=O)C(C)(OC(=O)C3CCCC3)C(=O)C2=CN1CC1CC1 (configuration not stated)
    7 | 6% | 0% | 7% | -15% | 29% | u | 6% | -13% | 2% | -2%

All compounds of this part, from the start:
Below each compound – TSHR antag | TCR activator | ASM inhibitor | Chronic BCR inh | Tb PFK inh | AT treatment | ELG1 repair inh | Mito fusion yeast | Eya2 phos inh | Integrin act MD | TSG101-PTAP inh
- NNC(=O)c1cccc(COc2cccc(Br)c2)c1
    17 | x | -6% | u | -21% | -4% | u | 0% | 3% | -8% | -13%
- COC(=O)CCCC1=CC2=C(c3ccccc3)C(=O)C(C)(OC(=O)C3CCCC3)C(=O)C2=CN1CC1CC1 (configuration not stated)
    7 | 6% | 0% | 7% | -15% | 29% | u | 6% | -13% | 2% | -2%
- Cc1ccc(S(=O)(=O)Nc2ccccc2CNC2CCCCC2)cc1
    2 | 2% | 3% | 1% | 0% | 4% | 1% | -4% | 1% | 19% | 0%
- O=C(Nc1ccc(Cl)cc1)C1CCCC1
    13 | x | 0% | 4% | -6% | 4% | -3% | 3% | -3% | -21% | -6%
- Cc1ccc(NC(=O)CN(C)C(C)C(=O)Nc2ccc(S(=O)(=O)N3CCCC3)cc2)cc1 (configuration not stated)
    -2 | -1% | -3% | -5% | -3% | -1% | u | -2% | -3% | 0% | -5%
- O=C(CCCOc1ccc(Cl)cc1)N1CCCCCC1
    -25 | -5% | -2% | 8% | -12% | x | u | 11% | -7% | -2% | -4%
- Cc1cccc(-c2nnc(SCCOc3ccc4c(C)cc(=O)oc4c3)o2)c1
    -1 | -9% | -5% | u | -2% | -2% | u | -4% | -5% | 9% | -3%
- CCOC(=O)c1c[nH]n(-c2ccc(C)cc2)c1=O
    -2 | 1% | 3% | 18% | 2% | -8% | u | 1% | -4% | 0% | -4%
- O=C(Cn1[nH]c(=O)c2ccccc2c1=O)OCC(=O)c1ccccc1Cl
    -2 | 0% | 3% | -1% | 12% | 13% | 6% | -4% | -16% | 28% | 0%
- CCC(=NNC(=O)c1ccc2c(c1)nc(C)n2CC)c1cc(F)ccc1O
    -13 | -1%[46.1 µM] | 2% | u | 1% | -10% | u | x | 1% | 6% | 0%
- Cc1cc(NC(=O)CSc2nnc(-c3cccnc3)n2C)no1
    0 | x | 2% | -1% | -1% | 9% | -6% | 2% | 1% | 1%[7.66 µM] | 1%
- CCOC(=O)N/N=C/c1ccc(N(CC)CC)cc1O
    -9 | -10%[46.1 µM] | 32%[activator] | u | -7% | -5% | u | 6% | -2% | -13% | -8%
- CCC(C)(C)n1nnnc1CN1CCSCC1
    -4 | 0% | 9% | u | -1% | 3% | 0% | 1% | 2% | 0% | -6%
- CCOc1ccc(NC(=O)CCC(=O)NNC(=O)c2cccc([N+](=O)[O-])c2)cc1
    -3 | -2%[46.1 µM] | 3% | 8% | 0% | 10% | 16% | x | -5% | -10% | 20%
- O=C(NC(=S)Nc1cc([N+](=O)[O-])ccc1O)c1cccnc1
    -7 | -6% | -2% | u | -1% | -5% | u | -1% | -2% | -31% | -1%
- NCCCn1c(C(=O)c2cc(Cl)c(N)c(Cl)c2)c2ccc([N+](=O)[O-])cc2[n+]1[O-]
    -8 | -2% | -20% | u | -2% | -21% | u | u | 5% | -25% | 0%
- Cn1cc(S(=O)(=O)NC(c2ccccc2)c2ccccc2)c(=O)n(C)c1=O
    27 | 0% | -2% | u | 2% | -3% | -6% | 2% | 19% | u | -4%
- O=C(NCC1CCCN1S(=O)(=O)c1cccs1)C(=O)Nc1ccccc1Cl (configuration not stated)
    -10 | 2% | 4% | 1% | 12% | 1% | -22% | 17% | 8% | -3% | -1%
- COc1ccc(/C(C)=N/NC(=O)CNC(=O)/C=C\c2ccccc2)c(OC)c1
    3 | 10% | 1% | -4% | -9% | 1% | 16% | -7% | -7% | 22% | -6%
- COc1ccc(C(=O)Cn2nnc(-c3ccccc3NC(=O)C(F)(F)F)n2)cc1
    -18 | 11% | -7% | -26% | 0% | 6% | 8% | -2% | 0% | -8% | -2%
- O=C(NCCCN1CCOCC1)c1cc2c(s1)-c1ccccc1OC2
    12 | 7% | i | 9% | -3% | 11% | u | 3% | -14% | -30% | -3%
- O=C(C[C@@H]1C/C=C\C[C@@H](Cc2ccc(F)cc2)C(=O)OC[C@@H]2CCCN2C1=O)N[C@H](CO)Cc1ccccc1
    12 | 8% | 1% | 0% | -1% | 5% | -2% | x | -3% | 13% | 0%
- CCOCCn1c(CN(C)Cc2ccccc2)nc2c1c(=O)n(C)c(=O)n2C
    -17 | -6% | 0% | u | -1% | -2% | u | 0% | u | -4% | 0%
- O=C(c1snnc1-c1ccccc1)N1CCOCC1
    3 | 0% | -2% | 0% | 0% | 0% | 3% | -3% | 4% | u | -2%
- O=C(c1ccc2ccccc2n1)N1CCN(c2ccccc2Cl)CC1
    3 | x | 2% | 3% | 1% | 19% | u | 12% | 14% | 14% | -17%
- COc1ccc(/C(C)=N/N2CCOCC2)c(O)c1
    0 | 0% | -1% | 10% | 3% | -4% | 11% | 2% | 23% | -7% | 0%
- Cc1ccc(C)n1-c1ccc(N(C)C)cc1
    -21 | 2% | 0% | -3% | 1% | -1% | u | 6% | 5% | -51%[inhibitor] | 2%
- CCOc1ccc2nc(N/C(N)=N/C(=S)Nc3ccc(OC)cc3)nc(C)c2c1
    -1 | 6% | 46%[activator] | -4% | -3% | 3% | u | -6% | -1% | -4% | 2%
- Cc1ccc(C(=O)NC(=S)N2CCCC2)cc1
    5 | 8% | 8% | -26% | -5% | 33% | 15% | -11% | 2% | 1% | -2%
- COc1ccc(OC)c(N(CC(=O)Nc2cccnc2)S(C)(=O)=O)c1
    7 | -8% | -2% | 6% | 1% | 3% | -1% | 5% | -10% | -7% | -7%
- CCC(=O)Nc1ccc(NC(=S)NC(=O)Cc2ccccc2)cc1
    -5 | 0%[46.1 µM] | 0% | -2% | -1% | 3% | -2% | -8% | 0% | 25% | -1%
- COCCn1c(-c2cc(OC)c(OC)c(OC)c2)nc2oc3cc(OC)ccc3c(=O)c2c1=O
    -4 | 1% | 0% | -8% | 1% | 5% | u | 1% | u | u | -3%
- CC(C)(C)c1cc[n+](-c2[nH]c(=O)sc2/C=N/N=C(\[O-])c2cccnc2)cc1
    18 | -1% | -1% | 5% | 1% | 10% | 10% | 1% | 6% | -24% | -3%
- COC(=O)Cc1cc(OC)c(OC)cc1S(=O)(=O)N(C)C
    20 | 0% | -1% | 7% | -2% | 0% | 6% | 1% | -16% | 1% | 0%
- CSc1ccc(NC(N)=S)cc1
    0 | -4% | 1% | 1% | -3% | -2% | 16% | 16% | -18% | 17% | 1%
- O=C(c1ccc(F)cc1F)N1CCCC(c2nc(-c3ccc(F)cc3)no2)C1 (configuration not stated)
    -13 | 0% | -2% | -5% | 0% | 15% | u | -3% | -4% | -27% | 2%
- CCN(CC)CCNC(=S)Nc1ccc2nc(N3CCN(C)CC3)cc(C)c2c1
    0 | 1% | 92%[activator] | -7% | 0% | 1% | 2% | -1% | 1% | -33% | -1%

Assay outcomes (PubChem)
